SSB-PriA inh: blocks PriA binding to SSB C-terminal tail. AlphaScreen SSBct-PriA binding, biotinylated peptide. inhibition, % at 33 µM. hit rate 0.6% among 430,000. AID 1272365; in the data active means inhibition mostly above about 37%, no sharp cut-off; inactive means mostly below about 20%;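 further: plate controls were negative control peptide for no effect and reference peptide for full effect; strong numbers were not always called active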
UGM FP inh: Mtb UDP-galactopyranose mutase inhibition. inhibition, % at 10 µM. hit rate 0.06% among 320,000. purified UGM, fluorescence polarization probe displacement. P9WIQ1. AID 504406; in the data active means inhibition above about 10%, passing the limit was not always enough
Target sequence (P9WIQ1 whole entry, looked up): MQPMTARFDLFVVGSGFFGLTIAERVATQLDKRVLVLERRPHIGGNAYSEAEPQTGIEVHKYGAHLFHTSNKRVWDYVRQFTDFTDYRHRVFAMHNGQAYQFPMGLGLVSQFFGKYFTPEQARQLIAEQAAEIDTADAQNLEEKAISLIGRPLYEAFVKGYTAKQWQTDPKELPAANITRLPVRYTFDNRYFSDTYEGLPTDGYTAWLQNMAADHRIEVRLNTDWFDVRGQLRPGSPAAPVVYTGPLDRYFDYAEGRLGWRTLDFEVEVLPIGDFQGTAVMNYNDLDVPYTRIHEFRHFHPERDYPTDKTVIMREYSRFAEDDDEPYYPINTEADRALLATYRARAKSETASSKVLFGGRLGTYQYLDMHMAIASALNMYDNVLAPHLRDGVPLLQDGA
3CLpro inhibitor: SARS-CoV 3CLpro protease inhibition; hit rate 0.14% among 290,000; recombinant SARS-CoV 3CLpro, quenched FRET peptide cleavage; inhibition, % at 6 µM; P0C6X7; in the data active means inhibition above about 12%
MazEF act: MazEF (E. coli) toxin RNase activation; P0AE70; FAM/BHQ RNA-DNA oligo cleavage fluorescence, 5 h; activation, % at 20 µM; hit rate 0.32% among 350,000; AID 504720; in the data active means activation above about 50%
Target sequence (P0AE70 whole entry, looked up): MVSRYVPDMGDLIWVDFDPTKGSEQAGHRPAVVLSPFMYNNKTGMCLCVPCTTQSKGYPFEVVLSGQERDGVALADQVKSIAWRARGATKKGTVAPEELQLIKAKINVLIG
Rv3671c protease: Rv3671c (M. tuberculosis) protease inhibition; P9WHR9; hit rate 0.048% among 320,000; AID 2606; inhibition, % at 5.96 µM; in the data active means inhibition above about 38%;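 further: extracellular domain of Rv3671c used as enzyme; 0% = enzyme with DMSO and 100% = no enzyme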
BioA inh: inhibitors of Mycobacterium tuberculosis BioA enzyme. inhibition, % at 9.99 µM. hit rate 0.096% among 360,000. AID 602481. purified M. tuberculosis BioA enzyme, plate reader; in the data active means inhibition above about 40%
FBA Mtb inh: Mtb fructose-bisphosphate aldolase inhibition; inhibition, % at 1 µM; hit rate 2.3% among 360,000; purified M. tuberculosis FBA, fluorescence read-out; AID 588726; in the data active means inhibition above about 27%;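 further: 0% = vehicle and 100% = reference inhibitor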
Target sequence (P9WQA3 whole entry, looked up): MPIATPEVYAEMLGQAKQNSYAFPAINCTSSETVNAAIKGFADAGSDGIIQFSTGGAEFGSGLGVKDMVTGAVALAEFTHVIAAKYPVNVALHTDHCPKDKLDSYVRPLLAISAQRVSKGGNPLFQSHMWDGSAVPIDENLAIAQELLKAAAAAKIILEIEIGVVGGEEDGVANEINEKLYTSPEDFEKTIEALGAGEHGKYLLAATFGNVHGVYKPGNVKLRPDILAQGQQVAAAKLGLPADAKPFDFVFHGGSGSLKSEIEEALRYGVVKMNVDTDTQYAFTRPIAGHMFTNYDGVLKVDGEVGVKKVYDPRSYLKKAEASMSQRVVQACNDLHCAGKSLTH
GDH-TPI counter: GDH-TPI coupled enzyme inhibition counter-screen; inhibition, % at 4.8 µM; GDH-TPI coupled enzyme counterscreen, NADH absorbance; hit rate 1.2% among 360,000; in the data active means inhibition above about 30%;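 further: 0% = DMSO wells and 100% = wells lacking the enzyme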
BH1578 lux ind: inducers of Vibrio cholerae quorum light production without autoinducers; hit rate 0.16% among 350,000; V. cholerae BH1578 lux reporter, luminescence, 6 h; activation, % at 18.7 µM; AID 588436; in the data active means activation mostly above about 9.7%, no sharp cut-off; further: not every result past the cut was called active; inactives centre near 0; reference of the scale not given here
DUSP3 inh: DUSP3 (human) phosphatase inhibition | P51452 | recombinant VHR phosphatase, pNPP absorbance | inhibition, % at 13.3 µM | hit rate 0.52% among 290,000; in the data active means inhibition above about 50%; further: some compounds called inactive have numbers as strong as hits
Target sequence (P51452 whole entry, looked up): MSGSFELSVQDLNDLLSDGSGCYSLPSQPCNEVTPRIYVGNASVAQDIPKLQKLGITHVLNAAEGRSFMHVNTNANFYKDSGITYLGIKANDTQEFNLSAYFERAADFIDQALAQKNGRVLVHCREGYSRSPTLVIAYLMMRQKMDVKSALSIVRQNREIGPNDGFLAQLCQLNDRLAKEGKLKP
Numbers without * were called inactive; i = inactive; . = not tested or not shown; & = joins results of further samples. Some of the compounds tested; count on the stated rates, not on these rows.

SMILES | SSB-PriA inh | UGM FP inh | 3CLpro inhibitor | MazEF act | Rv3671c protease | BioA inh | FBA Mtb inh | GDH-TPI counter | BH1578 lux ind | DUSP3 inh
COc1cccc(COC(=O)C2CCN(S(=O)(=O)c3ccc(C)cc3)CC2)c1OC | -7 | -2.1 | . | 8 | 4 | -2.0 | -2 | -3 | i | .
Cc1cc(C(=O)Nc2ccc3ccccc3c2)c(C)o1 | -2 | -2.1 | -2 | 9 | 4 | 1.2 | -2 | 4 | -0.1 | 21
Cn1cnc([N+](=O)[O-])c1Sc1ccccc1 | -17 | 0.5 | 8 | -3 | 1 | . | 0 | 7 | -0.2 | 22
O=P(CN1CCN(c2ccccc2)CC1)(N1CCCCC1)N1CCCCC1 | -8 | -0.5 | -6 | -26 | -2 | 0.8 | 5 | 7 | -0.6 | 30
O=C(CCc1nnc(CCCCc2ccccc2)o1)NCc1cccc(F)c1 | -6 | 3.0 | -3 | -1 | -5 | 0.3 | -6 | 3 | i | 4
CC(CCc1ccc(O)cc1)NC(c1ccccc1)c1ccc(Cl)cc1 (centres undefined) | -1 | 1.5 | 5 | 9 | 1 | -1.7 | 0 | 6 | i | 22
N#C/C(=C\c1ccccc1)C(=O)N1CCC(C(N)=O)CC1 | -13 | -1.3 | 1 | 6 | 8 | . | -3 | 4 | -0.2 | 20
Cc1ccc(NC(=O)C2CCN(S(=O)(=O)c3ccc4c(c3)OCCCO4)CC2)nc1 | -14 | -0.4 | . | 2 | 1 | 2.0 | -1 | -2 | 2.0 | .
O=C(NCCc1cccnc1)C1CCC(=O)N(CCc2cccc(F)c2)C1 (centres undefined) | -23 | -2.5 | -3 | 0 | . | 2.8 | 5 | 1 | -0.7 | -9
Cc1cccc(C(=O)NCCc2n[nH]c(=S)n2C)c1 | 0 | -0.4 | 2 | -2 | 14 | -1.0 | 0 | 5 | -0.3 | 2
COc1cccc(CNC(=O)COC(=O)CN2C(=O)NC3(CCCCC3C)C2=O)c1 (centres undefined) | 1 | 1.4 | . | 1 | 0 | 0.3 | -2 | 3 | -0.6 | .
COC(C/C=C\[C@H](O)COCc1ccccc1)OC | -10 | -1.9 | . | 2 | 4 | -1.1 | -1 | -11 | -1.3 | .
O=C(COC(=O)CCc1nc2ccccc2c(=O)[nH]1)Nc1ccc(N2CCOCC2)cc1 | -8 | -2.8 | -4 | -1 | 4 | -1.8 | 1 | 1 | -0.7 | 2
CCOC(=O)CC1(CC(=O)OCC)NC(=O)c2c(C)sc(C(=O)OCC)c2N1 | -13 | 0.9 | 2 | 6 | 1 | -0.3 | 31* | 14 | -5.3 | -9
Cc1cc(C)cc(-n2cc[nH]c2=S)c1 | 0 | 0.1 | 1 | 1 | 15 | -0.9 | 0 | 0 | i | -7
Cc1nn(-c2ccccc2)c(C)c1/C=N/N1CCN(c2ccccc2)CC1 | . | 1.3 | 2 | -6 | 2 | -3.0 | 1 | -7 | -0.2 | 13
Cc1ccc(/C=N/N=C2/NC(=O)C(CC(=O)Nc3ccccc3)S2)o1 (centres undefined) | . | -2.7 | 1 | -9 | 4 | -1.2 | -1 | 30 | -0.4 | 22
CCCCNC(=O)c1nn2cc(Br)cnc2c1Br | -16 | 0.5 | -3 | 3 | 1 | . | . | . | . | -12
COc1ccc(-c2nc(N)ncc2-c2ccccc2)c(O)c1 | -6 | -0.5 | 4 | -8 | -3 | . | -1 | 12 | -2.2 | -10
CCN(C(=S)NC(=O)C1CCCC1)C1CCCCC1 | 1 | -0.6 | 2 | 0 | 6 | . | 1 | -2 | i | 33
COc1ccc(CCNC(=O)CNS(=O)(=O)c2ccc(F)c(Cl)c2)cc1OC | -15&-4 | -0.3 | -1 | 11 | -9 | -0.3 | 1 | -13 | i | 19
Cc1cc(OC(=O)CCCNC(=O)OC(C)(C)C)c2c3c(c(=O)oc2c1)CCC3 | -6 | -0.7 | 4 | 0 | 1 | -5.1 | 2 | -1 | -0.7 | 13
CC(=O)Nc1cccc(C(=O)OCN2C(=O)c3ccccc3C2=O)c1 | -28 | 1.7 | 2 | 5 | . | -1.9 | 0 | -2 | -0.1 | 46
c1ccc2c(c1)ccc1nnc(SCc3ccc4c(c3)OCCO4)n12 | 0&-9 | -0.8 | -1 | 0 | 2 | 0.7 | -3 | 5 | -0.3 | 11
O=C(Nc1ccc(Cl)c(-c2nc3ccccc3[nH]2)c1)c1ccc2c(c1)OCO2 | 0 | -0.3 | -4 | 0 | -110 | 10 | 1 | 0 | -0.2 | 4
Continued:
SMILES | SSB-PriA inh | UGM FP inh | 3CLpro inhibitor | MazEF act | Rv3671c protease | BioA inh | FBA Mtb inh | GDH-TPI counter | BH1578 lux ind | DUSP3 inh
CCC(=O)NC(c1cccc([N+](=O)[O-])c1)c1c(OC(C)=O)ccc2ccccc12 (centres undefined) | 9 | -0.7 | 4 | -2 | 10 | 1.1 | -1 | -3 | i | 30
Cc1nn(Cc2ccc(Cl)cc2)c(Cl)c1/C=N/NC(=O)c1cccnc1 | . | 1.5 | 4 | 12 | -11 | . | -1 | 7 | -0.2 | 0
O=C(Nc1ccc(NC(=O)c2cccs2)cc1)c1ccco1 | -17 | -1.8 | -1 | 1 | -3 | -1.8 | 0 | 21 | i | 14
CCOC(=O)CNC(=O)N1CCCC(CCC(=O)NCc2ccc(F)c(F)c2)C1 (centres undefined) | -3 | -0.4 | 3 | -2 | -10 | 0.3 | 2 | -8 | -0.5 | 8
COc1ccc(CNC(=O)COC(=O)c2ccc(F)c(S(=O)(=O)N3CCOCC3)c2)cc1 | -14 | -1.8 | . | -1 | -3 | . | 2 | 4 | -1.9 | .
O=C(CC1C(=O)NCCN1Cc1ccccc1F)NC1CCCCCC1 (centres undefined) | . | -0.1 | 5 | . | -2 | -2.1 | 1 | 5 | -0.3 | 2
Cc1ccc2oc(C(=O)Nc3ccc(S(=O)(=O)Nc4onc(C)c4C)cc3)c(C)c2c1 | 1 | 4.4 | -1 | -5 | -6 | -1.6 | -1 | 7 | i | 34
CCOC(=O)CSc1n[nH]c(NS(=O)(=O)c2ccccc2C(F)(F)F)n1 | -15 | 0.5 | -1 | -5 | -3 | -0.4 | -2 | 4 | -0.2 | 44
Cc1c(-c2ccccc2)sc(N)c1C(=O)N1CCOCC1 | -5 | 1.5 | -5 | -4 | 6 | 1.0 | 10 | 7 | i | 23
CCOC(=O)N1CCN(C(=O)CN2C(=O)NC(c3ccccc3)(c3ccccc3)C2=O)CC1 | -2 | -3.6 | -1 | -6 | -2 | 1.4 | -3 | -16 | -0.2 | 18
COC(=O)CN(n1cnnc1)S(=O)(=O)c1ccccc1 | -3 | 0.5 | 0 | -1 | 7 | -0.2 | -1 | 3 | -5.9 | 10
O=C(O)c1ccc2c(c1)N(Cc1ccc(F)cc1)C(=O)c1ccccc1S2 | -25 | -1.8 | 8 | -2 | -4 | 0.7 | -5 | -7 | -1.2 | -6
N#C/C(=C\c1ccc(F)cc1)c1nc(-c2ccco2)cs1 | -4 | -3.2 | 2 | -6 | 8 | . | 3 | 16 | -0.2 | -10
COCCN(CCNC(=O)c1ccc(NC2=NC3CS(=O)(=O)CC3S2)cc1)Cc1ccco1 (centres undefined) | 2 | -2.1 | -1 | 4 | 4 | -0.7 | 2 | -4 | -0.6 | 2
Cn1nc(-c2ccc(OCC(N)=O)cc2)c2ccccc2c1=O | -6 | 1.2 | -5 | 9 | 9 | . | 4 | 4 | -0.7 | 12
CCN(CC)S(=O)(=O)c1ccc2oc(C(=O)NC3CC3)c(C)c2c1 | -12 | -3.4 | 8 | 12 | -11 | 1.3 | 0 | -7 | -2.1 | -30
Fc1ccc(-c2ccc(Nc3cccc(F)c3)nn2)cc1 | -14 | 0.0 | 4 | 8 | -2 | 0.0 | 1 | -4 | i | -10
CC[C@]12c3[nH]c4ccc(Cl)cc4c3CCN1C(=O)[C@@H](CC(=O)NC(C)(C)C)C[C@@H]2C(=O)N1CCN(C(=O)c2ccco2)CC1 | -4 | . | . | 10 | . | 2.7 | 4 | 1 | i | .
COc1ccc(-c2csc3ncnc(NCCCO)c23)cc1 | 7 | 1.5 | -4 | 10 | -7 | 2.0 | 0 | 8 | -1.5 | 1
CCOC(=O)C(NC(=O)CC)(Nc1ccc(C(O)(C(=O)OCC)C(F)(F)F)cc1C)C(F)(F)F (centres undefined) | -6 | -4.1 | -2 | 6 | -3 | -0.4 | 0 | 0 | . | 19
O=C(c1c(F)c(F)c(F)c(F)c1F)N(Cc1ccccc1)Cc1ccccc1 | -26 | -0.5 | 0 | -9 | -4 | -2.0 | 4 | -9 | i | 24
COc1cc(C(c2sc3nc(C)nn3c2O)N2CCc3ccccc3C2)cc(OC)c1OC (centres undefined) | -7 | 0.0 | -2 | 2 | 17 | -0.9 | 6 | 3 | i | -17
O=C(C[N+]12CCN(CC1)CC2)NCCc1ccc(Cl)cc1Cl | -9 | -1.7 | 1 | 11 | -3 | -1.6 | 3 | 2 | i | 3
CC1(C)OC(c2ccccc2)=C/C(=C/C=Nc2ccccc2)O1 | 1 | -1.3 | 6 | 2 | 10 | 1.6 | -2 | 23 | . | 18
CCCCNc1nc2c(c(=O)[nH]c(=O)n2C)n1CCCc1ccccc1 | . | . | . | 2 | . | -1.5 | -4 | 7 | i | .
Cc1ccc(S(=O)(=O)c2c(C)nn(C(C)(C)C)c2OC(=O)c2ccco2)cc1 | -15 | -1.0 | -3 | -4 | 2 | 0.5 | 189* | 3 | -0.4 | 14
O=C(NN1CCOCC1)c1cccc(F)c1 | 2 | 1.1 | . | 4 | 9 | . | 0 | -1 | -0.5 | .
COc1ccc(C(=O)/C=C/N(C)C)cc1 | 2 | -0.5 | 5 | 5 | -4 | -1.7 | -1 | 45* | -0.2 | 18

In a second layout: results already given.
Screens in order – SSB-PriA inh	UGM FP inh	3CLpro inhibitor	MazEF act	Rv3671c protease	BioA inh	FBA Mtb inh	GDH-TPI counter	BH1578 lux ind	DUSP3 inh
Cn1nc(-c2ccc(OCC(N)=O)cc2)c2ccccc2c1=O
    -6	1.2	-5	9	9	.	4	4	-0.7	12
CCN(CC)S(=O)(=O)c1ccc2oc(C(=O)NC3CC3)c(C)c2c1
    -12	-3.4	8	12	-11	1.3	0	-7	-2.1	-30
Fc1ccc(-c2ccc(Nc3cccc(F)c3)nn2)cc1
    -14	0.0	4	8	-2	0.0	1	-4	i	-10
CC[C@]12c3[nH]c4ccc(Cl)cc4c3CCN1C(=O)[C@@H](CC(=O)NC(C)(C)C)C[C@@H]2C(=O)N1CCN(C(=O)c2ccco2)CC1
    -4	.	.	10	.	2.7	4	1	i	.
COc1ccc(-c2csc3ncnc(NCCCO)c23)cc1
    7	1.5	-4	10	-7	2.0	0	8	-1.5	1
CCOC(=O)C(NC(=O)CC)(Nc1ccc(C(O)(C(=O)OCC)C(F)(F)F)cc1C)C(F)(F)F (centres undefined)
    -6	-4.1	-2	6	-3	-0.4	0	0	.	19
O=C(c1c(F)c(F)c(F)c(F)c1F)N(Cc1ccccc1)Cc1ccccc1
    -26	-0.5	0	-9	-4	-2.0	4	-9	i	24
COc1cc(C(c2sc3nc(C)nn3c2O)N2CCc3ccccc3C2)cc(OC)c1OC (centres undefined)
    -7	0.0	-2	2	17	-0.9	6	3	i	-17
O=C(C[N+]12CCN(CC1)CC2)NCCc1ccc(Cl)cc1Cl
    -9	-1.7	1	11	-3	-1.6	3	2	i	3
CC1(C)OC(c2ccccc2)=C/C(=C/C=Nc2ccccc2)O1
    1	-1.3	6	2	10	1.6	-2	23	.	18
CCCCNc1nc2c(c(=O)[nH]c(=O)n2C)n1CCCc1ccccc1
    .	.	.	2	.	-1.5	-4	7	i	.
Cc1ccc(S(=O)(=O)c2c(C)nn(C(C)(C)C)c2OC(=O)c2ccco2)cc1
    -15	-1.0	-3	-4	2	0.5	189*	3	-0.4	14
O=C(NN1CCOCC1)c1cccc(F)c1
    2	1.1	.	4	9	.	0	-1	-0.5	.
